# NCI-60 one-dose screen, 48 h, at 10 µM unless noted. Numbers give growth in % (100 = growth as untreated, 0 = no growth, -100 = all killed).
# OVCAR-5 = OVCAR-5 ovarian cancer; actives 2.9% (n = 82,000); AID 1794783
# PC-3 = PC-3 prostate cancer cells. actives 3.9% (n = 80,000)
# DU-145 = DU-145 prostate cancer. AID 1794760. actives 4.2% (n = 81,000)
# SF-295 = SF-295 CNS cancer cells; actives 5.6% (n = 79,000); AID 1794758
# OVCAR-3 = OVCAR-3 ovarian cancer; actives 7% (n = 79,000); AID 1794787
# OVCAR-4 = OVCAR-4 ovarian cancer cells. actives 3.7% (n = 80,000)
# OVCAR-8 = OVCAR-8 ovarian cancer. actives 4.4% (n = 81,000). AID 1794782
# SK-OV-3 = SK-OV-3 ovarian cancer cells; actives 3.2% (n = 80,000); AID 1794785
# U251 = U251 CNS tumor cells; actives 5.4% (n = 80,000)
# Active calls of the source: *; x = no result given; & = joins results of further samples; [ ] = another dose, or the depositor's remark. Rule for the calls: active = growth percent below 10; inactive = the rest.
Molecule	OVCAR-5	PC-3	DU-145	SF-295	OVCAR-3	OVCAR-4	OVCAR-8	SK-OV-3	U251
CC(C)c1ccc([N+](=O)[O-])cc1	104.1	96.7	107.4	127.7	103.0	117.8	100.1	97.4	91.2
Cc1ccccc1NN	105.8	88.9	109.7	115.8	101.8	88.5	106.1	93.0	114.0
Nc1cc(Cl)ccc1Nc1ccccc1	114.7	73.6	107.9	102.7	81.5	90.9	95.6	97.7	97.4
O=CN1N=C(c2ccc(Nc3nc(NCCO)nc(NCCO)n3)cc2)CC1c1ccc(C(F)(F)F)cc1 (stereo not given)	89.7	104.6	105.7	98.6	100.1	107.6	105.4	99.0	112.2
O=c1[nH]c(=S)[nH]c(=O)n1Cc1cccc2ccccc12	107.4	92.8	115.9	77.4	113.2	93.4	99.7	101.9	93.1
C=C(C)[C@@H]1CC[C@]2(C(=O)NCCNCCNCCN)CC[C@]3(C)[C@H](CC[C@@H]4[C@@]5(C)CC[C@H](O)C(C)(C)[C@@H]5CC[C@]43C)[C@@H]12	-83.4*[100 µM]	1.1*[100 µM]	-8.3*[100 µM]	-84.7*[100 µM]	-66.0*[100 µM]	x	-12.9*[100 µM]	-14.2*[100 µM]	-71.6*[100 µM]
O=C[C@H](O)[C@@H](O)[C@H](O)CO	96.8	96.9	96.2	x	107.3	114.2	116.0	101.9	102.6
CCN1CCN(c2cc(C(=O)Nc3nc(-c4cc(OC)c(OC)c(OC)c4)cs3)cc(C(F)(F)F)c2)CC1	74.6	57.1	74.9	83.2	81.3	68.9	65.1	90.5	60.9
O=C(Nc1ccc(F)cc1F)c1cc(I)ccc1O	32.6	5.0*	19.1	1.4*	9.0*	20.1	11.8	-13.8*	4.1*
COc1cc(/C=C/C(=O)c2ccc(NC(=O)CN3C(=O)NC(C)(c4ccccc4)C3=O)cc2)cc(OC)c1OC (stereo not given)	34.6	31.9	12.4	46.7	-7.0*	32.9	10.4	112.3	-15.7*
O=c1cc(OCCSC(=S)N2CCOCC2)c2ccccc2o1	88.1	86.8	89.9	84.9	78.2	76.0	97.9	101.7	90.3
O=C(Nc1ccccc1)Nc1ccc(Nc2ncnc3sc4c(c23)CCCC4)cc1	119.3	89.9	109.3	102.3	103.3	107.1	107.2	99.6	x
CCOC(=O)c1cnc2c(C)cc(C)cc2c1Nc1ccc(OC)c(OC)c1	106.2	95.9	95.4	x	96.7	88.3	91.8	107.7	92.6
CC(C)Sc1nnc(-c2ccc(NC(=O)c3cccnc3)cc2)o1	110.3	67.3	101.9	92.6	103.3	105.9	102.9	101.6	66.9
COc1ccc(NC(=O)CSc2nnc(-c3ccc(-c4nc5ccccc5[nH]4)cc3)o2)cc1	55.4	25.1	5.8*	74.8	41.4	38.3	-24.6*	98.2	-68.2*
CCN(CC)C(=O)c1cc(OC)c(OC)c(OC)c1	97.5	92.7	105.7	97.7	104.3	99.9	100.5	101.7	94.2
C#CCOC(=O)/C=C/c1cn(-c2ccccc2)nc1-c1ccc(OC)cc1	91.0	83.4	95.1	94.1	102.9	90.7	78.5	89.3	83.1
CCCCCCCN=C(N)N=C(N)N	84.5	78.7	97.7	79.6	87.1	66.8	89.4	112.3	92.8
O=S(=O)(NCCNc1nccc(-c2c(-c3cccc(F)c3)nc3sccn23)n1)c1ccc(Cl)cc1	93.3	56.9	54.2	63.7	65.4	63.6	53.6	94.9	55.2
O=C1C=C(Nc2cccc(Br)c2)c2ccccc2C1=O	73.1	37.4	22.4	x	38.9	77.6	69.5	25.7	31.3
COc1ccc2c(c1)c1c(OC(C)=O)c3c(nc1n2C(C)=O)-c1ccccc1C3	108.4	87.0	106.0	89.9	96.2	94.8	99.6	93.0	99.5
CC(=O)c1cc2c(N)c(C(=O)Nc3ccc4c(c3)OCCO4)sc2nc1C	98.8	99.6	99.1	106.0	112.7	108.9	104.3	114.0	106.8
CN(C)CCCOc1ccc(C(=C(c2ccccc2)C2CCCC2)c2ccc(OCCCN(C)C)cc2)cc1	-92.9*	-65.5*	-99.0*	-82.0*	-91.7*	-89.4*	-84.2*	-86.4*	-74.4*
O=c1c(O)c(-c2cccc(O)c2)oc2ccccc12	102.1	70.1	86.0	98.0	91.2	89.4	80.4	89.2	66.2
O=C(O)/C=C/C(=O)Nc1ccc(Cl)c(Cl)c1	109.0	86.7	119.2	102.7	102.5	87.2	92.0	97.1	92.1

# Profiles from above. Screens in order: OVCAR-5, PC-3, DU-145, SF-295, OVCAR-3, OVCAR-4, OVCAR-8, SK-OV-3, U251
# Results for CC(C)c1ccc([N+](=O)[O-])cc1 : 104.1, 96.7, 107.4, 127.7, 103.0, 117.8, 100.1, 97.4, 91.2
# Results for O=C1C=C(Nc2cccc(Br)c2)c2ccccc2C1=O : 73.1, 37.4, 22.4, x, 38.9, 77.6, 69.5, 25.7, 31.3
# Results for CCOC(=O)c1cnc2c(C)cc(C)cc2c1Nc1ccc(OC)c(OC)c1 : 106.2, 95.9, 95.4, x, 96.7, 88.3, 91.8, 107.7, 92.6
# Results for COc1ccc(NC(=O)CSc2nnc(-c3ccc(-c4nc5ccccc5[nH]4)cc3)o2)cc1 : 55.4, 25.1, 5.8*, 74.8, 41.4, 38.3, -24.6*, 98.2, -68.2*

# Returning to the listing, starting two compounds before the break.
Molecule	OVCAR-5	PC-3	DU-145	SF-295	OVCAR-3	OVCAR-4	OVCAR-8	SK-OV-3	U251
O=c1c(O)c(-c2cccc(O)c2)oc2ccccc12	102.1	70.1	86.0	98.0	91.2	89.4	80.4	89.2	66.2
O=C(O)/C=C/C(=O)Nc1ccc(Cl)c(Cl)c1	109.0	86.7	119.2	102.7	102.5	87.2	92.0	97.1	92.1
FC(F)(F)c1ccc(-c2nn[nH]n2)cc1	97.9	107.0	112.3	108.7	106.8	129.6	109.0	100.0	102.3
COc1ccc(Cc2nnc(SC)n2-c2ccc(F)cc2)cc1OC	101.3	85.6	117.3	84.4	116.7	102.1	101.7	109.4	x
CCOC(=O)c1c2c(c(C)n1Cc1ccccc1)-c1nn(Cc3ccccc3)cc1CC2	x	46.7	114.0	46.6	83.1	63.8	77.9	82.9	71.2
CN(C)c1ccc(/C=N/NC(=O)c2ccccc2Nc2ccnc(C(F)(F)F)c2)cc1	90.3	96.9	113.9	144.3	145.7	83.2	96.5	104.3	102.1
CNC(=O)c1cc(-n2ccc3cc(NC(=S)Nc4ccc(Cl)c(C(F)(F)F)c4)ccc32)ccn1	105.5	32.9	86.6	69.9	81.8	72.6	60.1	113.6	61.4
NC(=O)c1cc2c3ccccc3ccn2c1-c1ccccc1	33.5	37.3	5.6*	4.1*	-20.6*	43.2	8.3*	12.7	16.1
F[C@@H]1CCO[C@H](c2ccc3ccccc3c2)C1	98.0	98.7	108.4	102.8	103.7	105.4	102.2	98.4	98.0
CCN(CC)CCOc1ccc(Nc2ncc3cc(-c4c(Cl)cccc4Cl)c(=O)n(CCOC)c3n2)cc1	2.2*	60.0	-13.8*	25.7	-22.0*	35.3	9.2*	2.9*	0.1*
O=C(/C=C/c1cn(-c2ccccc2)nc1-c1ccccc1)OCc1cn(-c2ccc(F)cc2)nn1	100.9	67.3	98.6	94.0	99.3	81.6	76.1	91.2	84.0
COc1ccc(Nc2nc(N)nc(CN3CC(C)CC(C)C3)n2)cc1 (stereo not given)	97.4	95.8	112.5	90.3	103.1	109.1	100.9	101.8	92.8
COC(=O)C(Br)C(O)c1ccc(OC)c(OC)c1 (stereo not given)	104.7	97.7	105.8	100.8	107.4	107.2	102.0	100.5	92.7
Nc1c(C(=O)c2ccc3c(c2)OCO3)sc2nc(-c3ccc4c(c3)OCO4)cc(C(F)F)c12	99.3	x	110.0	92.4	119.9	82.6	87.6	92.3	104.2
O=C(c1cc2ccccc2[nH]1)N(CC(F)(F)F)C1CCC(NCc2ccccc2)CC1 (stereo not given)	92.8	76.7	98.4	99.2	89.8	94.3	93.4	78.5	83.9
COc1ccc(-c2c(C#N)cnc(N)c2-c2nc3cc(C)c(C)cc3[nH]2)cc1	102.0	57.8	37.4	27.3	55.7	50.7	43.6	46.0	1.1*
O=C(NNc1nc2cc(F)c(F)cc2n2cccc12)c1cccnn1	42.5	33.7	24.3	8.6*	7.4*	4.8*	19.8	x	14.8
Cc1ccnc(NS(=O)(=O)c2ccc(Nc3ccnc(SCC(=O)c4ccccc4)n3)cc2)n1	113.1	99.1	111.7	99.4	110.8	109.0	99.7	105.0	107.4
COc1ccc(-c2c(NC(C)=O)noc2-c2cc3c(c(OC)c2OC)OCO3)cc1	101.0	89.2	105.9	x	115.7	100.6	95.9	104.0	97.3
Cc1ccc(-n2cc(/C=C/C(=O)c3ccc(Br)cc3)c(-c3ccc(S(C)(=O)=O)cc3)n2)cc1	98.8	93.0	97.6	98.9	87.3	89.4	96.2	108.7	95.6
NCCNc1ccc2cc(-c3nc4ccccc4[nH]3)c(=O)oc2c1	100.5	79.7	102.7	98.2	98.7	86.1	98.2	104.0	94.9
NS(=O)(=O)c1cnccc1Oc1cccc2cccnc12	82.9	95.9	107.9	120.1	113.4	118.5	54.1	77.8	101.5
COc1ccc(C(=O)c2ccc(OC)cc2)cc1	106.3	98.6	116.2	x	119.4	103.1	87.1	108.0	90.3
NC(=O)C[n+]1cc2ccccc2cn1	91.7	97.7	107.1	101.9	117.5	113.9	96.9	96.7	101.9
COC(=O)c1[nH]nc2c1C1(C(=O)Nc3ccccc31)C(C#N)=C(N)O2 (stereo not given)	106.5	91.2	101.9	109.2	x	103.3	100.7	107.1	105.0
COc1ccc(C(=O)Nc2cccc(C3CCc4c(cc(OC)c(OC)c4OC)O3)c2)cc1 (stereo not given)	91.1	49.3	69.9	42.2	35.3	47.4	55.6	51.6	36.4
CN(C)c1ccc(C2SCC(=O)N2c2nnc(Cn3cnnc3)o2)cc1 (stereo not given)	87.7	83.1	115.8	140.6	101.1	96.1	x	111.6	94.9
CN1CCN(Cc2ccc(C(=O)Nc3cccc(Nc4ccc5cc(O)ccc5n4)c3)cc2C(F)(F)F)CC1	-25.0*	-22.9*	-16.1*	-96.9*	-58.9*	6.8*	4.3*	26.3	-65.0*
Cc1nc(-c2ccc(Cl)cc2)ccc1-c1nnc(SCc2ccccc2)o1	97.8	101.8	112.0	97.1	x	103.6	105.1	109.8	99.3
CC(=O)Nc1ccc(C(F)(F)F)cc1	x	98.6	107.4	92.9	118.3	97.7	103.2	87.8	101.5
CCOC(=O)C/C1=C/CC/C2=C/C[C@@H]3[C@@H](CCCC3(C)C)CC[C@H]3CCCC(C)(C)[C@H]3C/C=C(/CC/C=C(/CC(=O)OCC)CC1)CC2 (tested in a mixture with another compound)	107.3	102.4	121.0	96.5	137.0	101.0	104.2	90.6	115.5
C#C[C@]1(O)CC[C@H]2[C@@H]3CC=C4c5sc(Nc6cc(Cl)ccn6)nc5CC[C@]4(C)[C@H]3CC[C@@]21C	47.5	7.9*	42.5	-68.7*	x	68.1	48.7	-1.9*	15.1
CCn1cc(C(=O)O)c(=O)c2cc(F)c(N3CCN(C(C)C(=O)Nc4ccc(C(C)=O)cc4)CC3)cc21 (stereo not given)	119.2	95.5	110.0	102.3	109.7	107.2	110.1	103.9	103.2
Cc1cc(Nc2ccc(C)c(Cl)c2)n2nc(C(F)(F)F)nc2n1	55.4	x	42.5	x	15.2	-62.7*	30.8	-50.5*	-18.3*
CN(C)c1ccc(C(Cc2ccc3ccccc3n2)Cc2ccc3ccccc3n2)cc1	88.9&58.7	61.5&16.0	81.9	64.9&24.7	79.8&55.2	79.8&45.5	91.9&46.5	99.6&77.5	81.2&43.5
O=C1c2cc3c(cc2-c2c1c1ccc(Cl)cc1c(=O)n2C[C@H](O)[C@@H](O)[C@H](O)CO)OCO3	-2.4*	12.7	3.8*	-5.7*	-10.4*	18.6	1.0*	-23.1*	-26.9*
Nc1ncnc(Nc2ccc(S(=O)(=O)O)cc2)n1	89.6	88.7	112.0	107.4	116.3	107.9	95.2	106.6	105.4
CN(C)c1ccc(/C=C/c2ccnc3ccccc23)cc1N	91.8	60.4	83.5	74.8	70.7	58.2	75.3	72.0	66.7
CC(C)C1=C[C@@]23CC[C@@H]4[C@](C)(CCC[C@@]4(C)C(=O)OCC#CCN4CCOCC4)[C@H]2C[C@@H]1[C@H]1C(=O)OC(=O)[C@H]13	94.1	70.1	96.7	91.8	91.4	89.2	99.0	95.1	91.9
N#CCCN(CCC#N)C(CC(=O)O)C(=O)O (stereo not given)	105.9	88.8	112.7	97.3	107.3	115.9	103.1	101.4	100.6
COC(=O)[C@H](NC(=O)C1(C)CCC[C@]2(C)[C@H]3C[C@H]4C(C(C)C)=C[C@]3(CC[C@@H]12)[C@@H]1C(=O)OC(=O)[C@@H]14)C(C)C (stereo not given in full)	96.6	97.0	111.1	87.4	104.7	101.3	101.8	x	103.6
O=c1[nH]c2cn(-c3ccccc3)nc2c(=O)n1O	94.4	91.8	112.8	92.7	104.1	92.8	92.7	96.5	98.9
CNc1ccc2c(c1)Cc1ccccc1-2	108.7	95.5	106.4	108.4	95.3	105.9	103.1	98.6	97.0
N#Cc1c(Nc2ccccc2)n[nH]c1-c1ccc(Cl)cc1	103.8	78.9	87.7	92.4	68.4	80.9	88.5	84.7	74.2

# Compound activity (PubChem BioAssay)
